hIAP inh = blocks human intestinal alkaline phosphatase | purified IAP, CDP-Star luminescence, 30 min | P09923 | AID 2544 | hit rate 0.12% among 330,000 | inhibition, % at 10 µM;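 active = inhibition reaching a set limit with compound at 10 µM in the primary screen, cut at about 35% in these data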;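 note: plate controls were DMSO wells with enzyme for no effect and no-enzyme buffer wells for full effect; values of inactives mirror those of a sister screen read the other way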
Target sequence (P09923 whole entry, looked up): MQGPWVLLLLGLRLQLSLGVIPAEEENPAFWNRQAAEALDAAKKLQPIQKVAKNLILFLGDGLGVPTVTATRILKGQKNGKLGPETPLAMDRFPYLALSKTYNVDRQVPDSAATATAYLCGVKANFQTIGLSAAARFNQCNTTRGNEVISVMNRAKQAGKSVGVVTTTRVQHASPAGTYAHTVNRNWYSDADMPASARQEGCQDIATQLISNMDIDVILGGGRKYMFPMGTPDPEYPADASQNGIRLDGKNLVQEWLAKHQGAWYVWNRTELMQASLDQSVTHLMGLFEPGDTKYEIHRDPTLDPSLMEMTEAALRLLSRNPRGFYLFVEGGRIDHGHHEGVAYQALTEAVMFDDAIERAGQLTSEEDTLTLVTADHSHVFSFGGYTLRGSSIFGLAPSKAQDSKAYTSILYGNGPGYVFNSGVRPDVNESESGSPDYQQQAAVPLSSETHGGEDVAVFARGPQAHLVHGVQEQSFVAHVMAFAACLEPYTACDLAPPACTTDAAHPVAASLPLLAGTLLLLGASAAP
PfG6PD inh = PfG6PD (Plasmodium falciparum) enzyme inhibition; PfGluPho enzyme, NADPH resazurin-diaphorase fluorescence; inhibition, % at 20 µM; hit rate 0.78% among 350,000;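 active = inhibition reaching at least a set limit at 20 µM in the primary screen, cut at about 59% in these data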;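 note: 0% = DMSO wells with substrate and 100% = DMSO wells lacking glucose-6-phosphate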
ATG4B inhibitor = inhibitors of human ATG4B cysteine protease. Q9Y4P1. inhibition, % at 8.33 µM. ATG4B cleavage of LC3-PLA2, NBD-HPC fluorescence, 1 h. hit rate 0.51% among 340,000. AID 504462; in the data active = inhibition above about 40%
mIAP act = increases mouse intestinal alkaline phosphatase activity. muIAP, CDP-Star luminescence, 30 min; active compounds read high; 1 = vehicle-only enzyme signal, 0 = enzyme-free wells. hit rate 0.24% among 330,000. AID 2805. activation factor at 10 µM;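 active = activation factor of at least 2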; note: the source names both 10 and 20 µM as test concentration; values of inactives mirror those of a sister screen read the other way
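also added = chemiluminescent substrate CDP-Star | test system = mouse IAP enzyme | signal = chemiluminescence readout | compound = DMSO-dissolved test compounds | incubation = 30 min at room temperature | benchmarks = DMSO wells, no-enzyme wells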
HKDC1 inhibitor = HKDC1 (human) hexokinase inhibition; AID 493160; hit rate 0.16% among 340,000; inhibition, % at 20 µM; recombinant HKDC1, G6PDH/diaphorase resazurin coupled fluorescence; Q2TB90;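 active = inhibition above about 35% when tested at 20 µM, limit read from the data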;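 note: plate controls were DMSO wells with enzyme for no effect and DMSO wells lacking enzyme for full effect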
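Material: recombinant HKDC1 hexokinase; Amount: HKDC1 at 5 µg/mL; Medium: Tris pH 8.0 buffer with MgCl2, Tween-20, BSA, BME; Schedule: 90 min reaction incubation at room temperature, dark; Technique: coupled resazurin fluorescence, excitation 525 nm, emission 613 nm.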
hIAP act = increases human intestinal alkaline phosphatase activity; P09923; purified human IAP, CDP-Star luminescence, 30 min; active compounds read high; 1 = vehicle-only enzyme, 0 = enzyme-free background; activation factor at 10 µM; hit rate 0.16% among 330,000;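 active = activation factor of the enzyme at least 2-fold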; note: the source names both 10 and 20 µM as test concentration; values of inactives mirror those of a sister screen read the other way
mIAP inh = blocks mouse intestinal alkaline phosphatase; purified mouse IAP, CDP-Star luminescence, 30 min; inhibition, % at 10 µM; hit rate 0.2% among 330,000; AID 2806;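 active = inhibition of at least 40% at 10 µM in the primary screen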;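 note: plate controls were DMSO with enzyme for no effect and no enzyme wells for full effect; values of inactives mirror those of a sister screen read the other way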
A3A deaminase = inhibitors of human APOBEC3A DNA deaminase | recombinant A3A, FAM/TAMRA ssDNA deamination fluorescence | AID 493011 | hit rate 0.41% among 330,000 | inhibition, % at 20 µM;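 active = at least 40% inhibition at 20 µM here, with at most 30% in a related deaminase screen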;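 note: plate controls were A3A with DMSO for no effect and wells lacking A3A enzyme for full effect; some results filed as inactive read as strong as hits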
Target sequence (P31941 whole entry, looked up): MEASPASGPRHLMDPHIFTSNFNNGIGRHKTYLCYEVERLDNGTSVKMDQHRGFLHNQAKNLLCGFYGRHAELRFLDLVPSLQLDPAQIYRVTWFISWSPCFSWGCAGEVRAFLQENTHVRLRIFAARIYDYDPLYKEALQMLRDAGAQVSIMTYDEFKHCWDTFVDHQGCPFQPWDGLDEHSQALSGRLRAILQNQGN
Numbers without * were called inactive.

SMILES | hIAP inh | PfG6PD inh | ATG4B inhibitor | mIAP act | HKDC1 inhibitor | hIAP act | mIAP inh | A3A deaminase
CSCC[C@H](NC(=O)[C@H]1CC[C@H](CNC(=O)[C@@H]2CCCN2)CC1)C(=O)O | -2 | 0 | -7 | 1 | 1 | 1 | -2 | 2
CCN(c1ccc(NC(=O)COC(=O)c2cccs2)cc1)C(C)C | 8 | 14 | -10 | 0.97 | 6 | 0.92 | 2 | -3
CC(=O)Nc1ccc(NC(=O)c2ccc(CSc3ccccc3)o2)cc1 | 5 | 4 | -4 | 1.1 | 0 | 0.95 | -8 | 3
Cn1nnnc1Sc1ncnc2scc(-c3ccc4c(c3)OCO4)c12 | -17 | -11 | 7 | 0.99 | 9 | 1.2 | 1 | -9
CSc1ccccc1NC(=O)CSc1n[nH]c(C)c1[N+](=O)[O-] | 2 | 25 | 10 | 0.92 | -2 | 0.98 | 8 | 0
Cn1c(=O)[nH]c(=O)c2c1nc(NCCCO)n2Cc1ccc(F)cc1 | -13 | -13 | -14 | 1 | -9 | 1.1 | -4 | -21
O=c1[nH]c(CN2CCOCC2)nc2scc(-c3ccccc3)c12 | 0 | 7 | -2 | 1 | -2 | 1 | -4 | -6
Cc1ccc(S(=O)(=O)N2CCCCC2)cc1NC(=O)CSc1nncn1-c1ccccc1 | 2 | 1 | -7 | 1 | -3 | 0.98 | 0 | 0
CC1(c2ccc3ccccc3c2)NC(=O)N(CC(=O)O)C1=O (stereo not given) | -2 | -16 | 1 | 1 | 6 | 1 | -1 | 0
Cn1nnnc1Sc1ncnc2scc(-c3cccc4c3sc3ccccc34)c12 | 4 | 19 | -6 | 0.93 | 11 | 0.96 | 8 | 0
C=C1/C=C(\C)C(C)(O)CC(O)CC(=O)C(O)C(O)C(C)CC(C)OC(=O)/C(C)=C/CC/C=C/C(OC)C(O)CC(C)C1 (stereo not given) | -7 | 2 | -22 | 0.99 | 6 | 1.1 | 0 | -2
O=C(O)c1ccc(S(=O)(=O)c2ccc3c(c2)C(=O)N(NC(=O)c2ccccc2)C3=O)cc1 | 3 | -8 | 4 | 0.92 | 5 | 0.97 | 8 | 0
C[C@@H](NC(=O)C1(c2ccccc2)CCN(C(=O)OC(C)(C)C)CC1)C(=O)N[C@@H](C(=O)O)c1ccccc1 | 9 | -19 | -8 | 0.82 | 1 | 0.91 | 18 | -3
COc1cccc(N2CCN(C(=O)c3ccc(CS(=O)Cc4ccccc4Cl)o3)CC2)c1 (stereo not given) | -20 | -8 | 9 | 1 | -5 | 1.2 | -3 | -4
CN(C)c1ccc(/C=C/c2nc3ccccc3c(=O)n2CCO)cc1 | -6 | -12 | 4 | 1 | -4 | 1.1 | -2 | -15
CCOC(=O)c1cnn2c(C(F)F)cc(C3CC3)nc12 | -6 | -7 | -1 | 0.94 | -4 | 1.1 | 6 | -17
Cc1ccc(Cl)cc1Nc1nc(N2CCOCC2)nc(N2CCOCC2)n1 | 6 | 11 | -10 | 0.92 | -2 | 0.94 | 8 | -4
O=C(Cn1c2ccc(F)cc2c2nc3n(c(=O)c21)CCS3)NCC1CCCO1 (stereo not given) | -2 | -3 | 5 | 1.1 | 6 | 1 | -5 | 4
COc1ccc(C(=O)NC(=S)NCc2ccccc2)cc1 | 4 | 8 | 6 | 0.92 | 0 | 0.96 | 8 | -2
Cn1c2c(c(=O)n(C)c1=O)CN(Cc1ccc(F)cc1)CN2 | 8 | -2 | 4 | 1.1 | -7 | 0.92 | -10 | -2
Cc1ccc(/C=C2\Oc3c(ccc(O)c3CN3CCN(C)CC3)C2=O)cc1 | -32 | 7 | -9 | 0.92 | 11 | 1.3 | 8 | -1
O=C(NCC(Cl)c1ccc2ccccc2c1)c1c(F)cccc1F (stereo not given) | 4 | 9 | -2 | 0.99 | -2 | 0.96 | 1 | -1
CCn1c2ccccc2c2cc(NC(=O)COC(=O)c3cc(Cl)c(N)cc3OC)ccc21 | 5 | 15 | -3 | 1 | -5 | 0.95 | -5 | 7
COc1ccc(-c2cc(C(=O)NNC(=O)c3csc(N4CCOCC4)n3)c3ccccc3n2)cc1 | -70 | -13 | -7 | 0.96 | 2 | 1.7 | 4 | -4
Cc1cc(-c2ccccc2)nc2cc(C(=O)OC(C)C)nn12 | 4 | 3 | -10 | 1 | -7 | 0.96 | -3 | -4
SMILES | hIAP inh | PfG6PD inh | ATG4B inhibitor | mIAP act | HKDC1 inhibitor | hIAP act | mIAP inh | A3A deaminase
O=C(/C=C/c1ccco1)N1CCN(S(=O)(=O)/C=C/c2ccccc2)CC1 | 13 | 9 | -4 | 1 | -2 | 0.87 | 0 | 3
Cc1ccc2c(c1)c1c3n2CCN(CC#N)C3CCC1 (stereo not given) | -5 | 13 | 3 | 0.95 | 8 | 1.1 | 5 | -6
Cc1cccc(NC(=O)Nc2ccncc2)c1 | -7 | 0 | -8 | 1.2 | 6 | 1.1 | -22 | -3
Cc1cc([N+](=O)[O-])nn1CC(=O)NNC(=S)Nc1ccc(F)cc1 | -111 | 7 | 7 | 0.99 | -8 | 2.1* | 1 | -7
CN(CC1CCOCC1)C(=O)CC1C(=O)NCCN1Cc1ccc(-c2ccccc2)cc1 (stereo not given) | -8 | 26 | -16 | 0.96 | -5 | 1.1 | 4 | -5
CC(C)(C)c1ccc(Oc2ccc(NC(=O)c3ccco3)cn2)cc1 | -6 | 12 | 7 | 0.98 | -1 | 1.1 | 2 | 1
COc1ccc(-c2[nH]c(-c3cc(OC)c4c(c3)OCO4)nc2-c2ccccc2)cc1 | -3 | 15 | 5 | 1.3 | 0 | 1 | -26 | 0
COc1ccc(-c2cc(C(N)=O)nc(N3CCCCCC3)n2)cc1 | 10 | -7 | 0 | 0.95 | 2 | 0.9 | 5 | 2
CC(=O)N/N=C(\C)CC(=O)Nc1cccc2c1CCCC2 | 5 | 10 | -1 | 1.1 | -12 | 0.95 | -6 | -4
Cc1ccc(S(=O)(=O)N2CCN(c3nc4ccccc4nc3-n3nc(C)cc3C)CC2)cc1 | -16 | 4 | 0 | 0.93 | 4 | 1.2 | 7 | -4
COc1ccc(C(=O)N(C)Cc2nc3ccccc3c(=O)[nH]2)cc1S(=O)(=O)N1CCCC1 | -6 | -10 | 4 | 0.96 | -4 | 1.1 | 4 | -4
Cc1ccccc1/C=N/Nc1nc2ccccc2c(=O)n1O | -20 | 18 | -11 | 0.96 | 0 | 1.2 | 4 | -1
Cc1cc(NC(=O)C(C)SCC(=O)Nc2nc3c(F)cc(F)cc3s2)no1 (stereo not given) | -3 | -11 | -8 | 1.1 | 2 | 1 | -10 | -2
Cn1cc(CN(CCCN2CCOCC2)C(=S)Nc2cccc(Cl)c2)c2ccccc21 | 11 | 9 | -15 | 0.94 | -2 | 0.89 | 6 | -3
CN(CC(=O)Nc1ccccc1Br)C(=O)COc1cccc2c1OC(C)(C)C2 | 3 | -11 | 7 | 1 | 1 | 0.97 | -4 | 1
CCOC(=O)C1=C(C)NC2=C(C(=O)OC2)C1c1ccccc1 (stereo not given) | 1 | -9 | -2 | 1 | -6 | 0.99 | -5 | 3
Cc1cc(N2CC(C(=O)NCc3cccnc3)CC2=O)ccc1C(C)C (stereo not given) | 2 | 21 | -1 | 1.1 | 0 | 0.98 | -6 | 0
COc1ccc2oc(C(=O)OCC(=O)N(Cc3ccccc3)C(C)C)c(C)c2c1 | -11 | 5 | -6 | 0.81 | 1 | 1.1 | 19 | -1
Cn1ncc2c(N3CCOCC3)ncnc21 | -9 | 12 | 8 | 1 | -14 | 1.1 | -3 | 1
Cc1ccc(C(=O)CC(SCC(=O)O)c2ccc([N+](=O)[O-])cc2)cc1 (stereo not given) | 0 | -18 | -2 | 1.1 | 12 | 1 | -6 | 1
CN(C)C(=O)CSc1n[nH]c(=O)n1CCc1ccccc1 | 3 | 6 | -1 | 1 | -3 | 0.97 | 0 | -2
O=C(NCCc1ccccn1)c1cc(C(=O)C2CCCCC2)c[nH]1 | -2 | -4 | -7 | 1.1 | -2 | 1 | -8 | -2
O=C(NN=C1CCCC1)c1ccn[nH]1 | -7 | 1 | -1 | 1 | -16 | 1.1 | 0 | 1
Cn1nnnc1SCC(=O)Nc1ccccc1N1CCOCC1 | -12 | 10 | -5 | 0.95 | -3 | 1.1 | 4 | -1
Cn1c(=O)[nH]c2ccc([N+](=O)[O-])nc21 | 13 | 6 | 4 | 0.88 | -12 | 0.87 | 12 | 1
SMILES | hIAP inh | PfG6PD inh | ATG4B inhibitor | mIAP act | HKDC1 inhibitor | hIAP act | mIAP inh | A3A deaminase
O=C(NNc1ncccc1Cl)c1c(Cl)cccc1Cl | -38 | -2 | 1 | 0.9 | -6 | 1.4 | 10 | -2
O=C(NNc1nc(-c2ccc(Cl)cc2)cs1)c1ccco1 | -45 | -5 | -3 | 0.88 | -7 | 1.5 | 12 | -2
CCN(CC)C(=O)CN1C(=O)c2cccc3cccc(c23)C1=O | 12 | 10 | -6 | 0.94 | 3 | 0.88 | 6 | -4
COc1cc(NC(=O)c2csc3c2CCCC3)ncn1 | -3 | 4 | -24 | 0.95 | -7 | 1 | 4 | -3
CCc1ccc(OCCCC(=O)Nc2nnc(C3CCCO3)s2)cc1 (stereo not given) | 4 | -13 | -4 | 0.98 | 3 | 0.95 | 2 | 2
CC(C)Oc1ccc(S(=O)(=O)N2CCOCC2)cc1NC(=O)C1CCC1 | -4 | 8 | 0 | 0.94 | -4 | 1 | 6 | 10

Reformatted field by field: part of the list above.
CCN(CC)C(=O)CN1C(=O)c2cccc3cccc(c23)C1=O
  hIAP inh: 12; PfG6PD inh: 10; ATG4B inhibitor: -6; mIAP act: 0.94; HKDC1 inhibitor: 3; hIAP act: 0.88; mIAP inh: 6; A3A deaminase: -4
COc1cc(NC(=O)c2csc3c2CCCC3)ncn1
  hIAP inh: -3; PfG6PD inh: 4; ATG4B inhibitor: -24; mIAP act: 0.95; HKDC1 inhibitor: -7; hIAP act: 1; mIAP inh: 4; A3A deaminase: -3
CCc1ccc(OCCCC(=O)Nc2nnc(C3CCCO3)s2)cc1 (stereo not given)
  hIAP inh: 4; PfG6PD inh: -13; ATG4B inhibitor: -4; mIAP act: 0.98; HKDC1 inhibitor: 3; hIAP act: 0.95; mIAP inh: 2; A3A deaminase: 2
CC(C)Oc1ccc(S(=O)(=O)N2CCOCC2)cc1NC(=O)C1CCC1
  hIAP inh: -4; PfG6PD inh: 8; ATG4B inhibitor: 0; mIAP act: 0.94; HKDC1 inhibitor: -4; hIAP act: 1; mIAP inh: 6; A3A deaminase: 10

Quoted at random: 4 entries already listed, in no set order.
SMILES | hIAP inh | PfG6PD inh | ATG4B inhibitor | mIAP act | HKDC1 inhibitor | hIAP act | mIAP inh | A3A deaminase
Cn1nnnc1SCC(=O)Nc1ccccc1N1CCOCC1 | -12 | 10 | -5 | 0.95 | -3 | 1.1 | 4 | -1
Cc1ccc(/C=C2\Oc3c(ccc(O)c3CN3CCN(C)CC3)C2=O)cc1 | -32 | 7 | -9 | 0.92 | 11 | 1.3 | 8 | -1
C[C@@H](NC(=O)C1(c2ccccc2)CCN(C(=O)OC(C)(C)C)CC1)C(=O)N[C@@H](C(=O)O)c1ccccc1 | 9 | -19 | -8 | 0.82 | 1 | 0.91 | 18 | -3
Cc1ccc(S(=O)(=O)N2CCCCC2)cc1NC(=O)CSc1nncn1-c1ccccc1 | 2 | 1 | -7 | 1 | -3 | 0.98 | 0 | 0

Assay outcomes deposited in PubChem BioAssay by Sanford-Burnham Center for Chemical Genomics.

An unsorted share of the library; overall some 2.4% were active at least once.
